Source: PubChem
p47phox inh – inhibitors of human p47phox binding | AID 1274 | p47phox/p22phox peptide binding, fluorescence polarization, 2 h | inhibition, % at 24.7 µM | 220,000 compounds, 0.53% hits;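 further: 0% = p47phox with labelled peptide and 100% = labelled peptide alone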
Target sequence (P14598 whole entry, looked up): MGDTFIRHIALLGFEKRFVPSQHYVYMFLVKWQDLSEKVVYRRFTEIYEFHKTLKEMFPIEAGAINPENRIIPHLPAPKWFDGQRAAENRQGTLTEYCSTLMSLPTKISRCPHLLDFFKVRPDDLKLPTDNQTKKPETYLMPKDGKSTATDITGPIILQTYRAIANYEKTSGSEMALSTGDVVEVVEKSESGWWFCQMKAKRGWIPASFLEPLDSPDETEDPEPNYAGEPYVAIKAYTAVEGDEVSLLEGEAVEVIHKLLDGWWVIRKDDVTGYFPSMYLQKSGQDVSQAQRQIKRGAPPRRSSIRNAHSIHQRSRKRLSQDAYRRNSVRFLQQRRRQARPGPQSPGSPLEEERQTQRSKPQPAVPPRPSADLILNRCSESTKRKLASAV
KLK5 inh – inhibitors of human kallikrein 5; Q9Y337; recombinant hK5, fluorogenic AMC substrate cleavage; inhibition, % at 5 µM; 210,000 compounds, 0.59% hits; AID 873;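 active means inhibition of 40% or more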;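 further: 0% = enzyme controls without compound and 100% = no-enzyme blanks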
Rad51 HR inh – Rad51 (human) homologous recombination inhibition. Q06609. hRad51 DNA strand exchange, fluorescence dequenching. inhibition, % at 10 µM. 200,000 compounds, 0.085% hits;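 active means inhibition above 40% at the single screening dose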;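 further: 0% = DMSO control wells and 100% = blanks with heterologous ssDNA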
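Material: hRad51 filaments on single-stranded DNA; Reagent: Donor/quencher-labelled 47-bp dsDNA substrate; Compound: 10 µM final, single point; Schedule: 37 °C 15-min filament assembly, 30-min compound preincubation, 15-min exchange; Technique: FRET fluorescence, excitation 485 nm, emission 520 nm; Benchmarks: control wells and blank wells on each plate.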
Furin inhibitor – inhibitors of human furin. inhibition, % at 30 µM. AID 463115. 220,000 compounds, 0.061% hits. P09958. purified furin, fluorogenic substrate cleavage; in the data active means inhibition above about 25%; further: inactives centre near -15
Target sequence (P09958 108-714 limits assumed): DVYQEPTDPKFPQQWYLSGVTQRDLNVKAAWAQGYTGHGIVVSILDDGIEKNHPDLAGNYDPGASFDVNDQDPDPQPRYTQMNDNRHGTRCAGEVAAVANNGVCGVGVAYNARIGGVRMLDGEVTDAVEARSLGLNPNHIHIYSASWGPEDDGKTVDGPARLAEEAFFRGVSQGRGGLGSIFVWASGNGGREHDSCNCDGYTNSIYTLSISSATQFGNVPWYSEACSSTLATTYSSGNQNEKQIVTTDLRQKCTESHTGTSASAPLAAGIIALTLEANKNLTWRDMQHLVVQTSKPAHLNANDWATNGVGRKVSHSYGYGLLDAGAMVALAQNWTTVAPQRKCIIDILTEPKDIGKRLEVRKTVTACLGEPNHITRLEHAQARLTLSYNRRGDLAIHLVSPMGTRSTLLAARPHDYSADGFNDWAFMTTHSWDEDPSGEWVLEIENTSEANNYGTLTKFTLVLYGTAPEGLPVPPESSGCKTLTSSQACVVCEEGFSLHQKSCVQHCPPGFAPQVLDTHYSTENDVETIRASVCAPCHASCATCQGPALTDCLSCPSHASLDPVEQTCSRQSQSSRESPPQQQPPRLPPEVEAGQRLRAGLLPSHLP
Thrombin inh – blocks human thrombin protease activity; P00734; alpha-thrombin, Boc-VPR-AMC fluorogenic substrate cleavage; inhibition, % at 5 µM; 220,000 compounds, 0.26% hits;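 active means inhibition at or above 40%; inactive means inhibition below 40%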;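 further: 0% = enzyme with no compound and 100% = wells without enzyme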
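Material: human alpha-thrombin enzyme / Medium: pH 7.5 Tris (50 mM) with NaCl 150 mM, Tween 20 0.05% / Compound: single-point dosing at 5 µM, 0.2% DMSO / Incubation: enzyme reaction carried out at room temperature / Detection: AMC fluorescence, 355/460 nm / Read-out basis: percent inhibition scaled between no-compound controls and no-enzyme blanks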
eIF4E 4G PPI – inhibitors of eIF4E and eIF4G interaction in translation initiation. 220,000 compounds, 0.37% hits. TR-FRET eIF4E-eIF4GI(517-606) binding, 2 h. P63073+Q04637. inhibition, % at 21.7 µM;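 further: 0% = full FRET control wells and 100% = background wells lacking eIF4GI fragment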
Cl transport mod – modulators of human KCC2 chloride dependent transport; Q9H2X9; KCC2 cells, thallium flux FluoZin-2 fluorescence; B-score of Tl+ flux slope (higher = more flux/activation; lower = inhibition) at 10 µM; 190,000 compounds, 2.2% hits; AID 1456;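 active means thallium flux slope and its plate-corrected score both differing from the plate sample mean at a set confidence after two filtering rounds, in either direction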;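 further: slope of fluorescence scaled to starting intensity during 10 to 20 s after thallium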
14-3-3 Bad inh – disrupts binding of bovine 14-3-3 zeta to phospho-Bad peptide; TR-FRET 14-3-3zeta/Dy647-pBad peptide displacement, 1 h; inhibition, % at 21.7 µM; 220,000 compounds, 0.71% hits; P63103;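 active means inhibition above about 70%, limit read from the data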;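 further: 0% = full 14-3-3 plus peptide FRET controls and 100% = background without 14-3-3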
EBV gp42 inh – blocks Epstein-Barr virus glycoprotein 42 binding | inhibition, % (tested at 21.74 µM) | Fluorescence polarization binding assay, mP read-out | Q1HVG2 | AID 1085 | 220,000 compounds, 0.42% hits; in the data active means inhibition above about 50%
An asterisk follows results filed as active; x = no result given; [ ] = dose if it differs, or a comment.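 How the source made its calls, unless noted: active means inhibition above about 30% (limit read from the data); inactive means the rest.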 No enrichment for hits (roughly 4.7% active in at least one column).

mol,p47phox inh,KLK5 inh,Rad51 HR inh,Furin inhibitor,Thrombin inh,eIF4E 4G PPI,Cl transport mod,14-3-3 Bad inh,EBV gp42 inh
C/C(=N\NC(=O)c1ccccc1Br)c1ccc(N2CCOCC2)cc1,-10.6,6.1,12.2,-0.5,-1.1,3.3,-0.0876,-18.8,-7.7
S=C(Nc1ccccc1)N1CCCN1c1ccccc1,-0.4,-4.5,-4.0,-14.6,3.9,-0.5,1.13,-1.4,-7.9
O=C(N/N=C/c1cccs1)c1cccc(NC(=O)c2ccccc2Cl)c1,3.5,-11.0,-3.7,-10.4,-7.3,5.1,-0.0461,-16.0,0.8
O=C(CSc1nnc(-c2cccnc2)s1)Nc1ccnc2ccccc12,6.9,-6.2,1.9,-10.5,-2.3,2.9[fluorescence artefact?],-1.91,-2.9,-19.9
Cc1cccc(OCCc2nnc(N)s2)c1C,-1.5,-19.4,-5.7,-27.0,-9.0,-3.0,-5.93*,2.9,0.4
COc1cc(/C=N/NC(=O)CNC(=O)c2ccco2)ccc1O,0.7,-1.4,15.5,-7.2,-17.3,0.8,-0.00978,-19.1,-1.2
Cc1ccc(-n2nc3cc(Cl)c(NC(=O)c4ccco4)cc3n2)cc1,-22.1,-13.3,1.8,-6.5[20 µM],-3.1,x,x,x,-23.5
O=C(Nc1ccc(Cl)cc1)Nc1nnc(CSCc2ccc(Cl)cc2)s1,-14.1,0.4,4.1,-10.5,5.4,3.9,0.815,1.1,11.5
Cc1nc(NCCN2CCOCC2)c2oc3ccccc3c2n1,-1.5,0.6,-1.2,-9.5,2.6,-0.8[fluorescence artefact?],x,15.4[fluorescence artefact?],-30.2
NS(=O)(=O)c1cc2c(cc1Cl)NC(C(Cl)Cl)NS2(=O)=O (stereo unspecified),-6.5,-9.4,0.2,-17.7,x,0.0,-0.26,-11.3,-2.2
CC(C)CN(C(=O)CSc1nnc2c(Cl)cc(C(F)(F)F)cn12)C1CCS(=O)(=O)C1 (stereo unspecified),-5.3,-0.6,-4.7,-25.9,-4.3,6.8,0.699,-11.9,-7.6
Nc1nnc(CSCc2ccccc2)s1,-14.3,-4.0,2.5,-14.4,4.7,-3.7[fluorescence artefact?],x,6.7[fluorescence artefact?],-15.2
O=C1c2cccc3cccc(c23)C(=O)N1OS(=O)(=O)c1ccc(Cl)cc1,-16.0,-24.5,-4.0,-16.5,-0.7,-4.8,0.949,-27.6[fluorescence artefact?],-12.8
Cc1sc2nc(COC(=O)c3c(F)cccc3F)[nH]c(=O)c2c1C,-8.5,-2.1,x,-29.6,-2.8,-3.9,-0.518,-13.6,-4.6
O=C1/C(=C/c2ccco2)CCC1C1CCCC1 (stereo unspecified),-17.0,-4.0,7.2,-29.8,11.7,-5.1,0.622,-12.3,0.4
O=C(/C=C/c1ccccc1)CC(O)(c1ccccc1)C(F)(F)C(F)F (stereo unspecified),-5.3,-1.2,3.0,-19.2[20 µM],2.3,-2.5,0.0992,-5.7,-17.5
COc1ccc(-n2c(C)cc(C(=O)COc3ccc(C)nc3[N+](=O)[O-])c2C)cc1,-12.3,-25.1,-1.6,2.9,-1.9,-4.8,-0.695,-15.7[fluorescence artefact?],8.3
N#Cc1c(-c2ccc(F)cc2)nc2n(c1=O)CCS2,-4.4,-13.8,0.8,-16.1[20 µM],5.7,-1.4,x,-7.2,-21.0
COc1ccccc1C(=O)N/C(=C/c1ccccc1)C(=O)Nc1ccc(C(=O)O)cc1,3.3,5.3,-41.1,-26.2,-7.2,0.0,0.0974,-4.6,-11.8
O=c1cc(CSc2nnc(Nc3ccccc3)s2)nc2sccn12,0.7,12.1,-5.2,3.3[20 µM],0.4,-6.1,-0.682,1.8,42.4
Cc1cc([N+](=O)[O-])ccc1-c1ccc(C2Nc3ccccc3C(=O)N2O)o1 (stereo unspecified),2.4,-19.6,-7.7,-21.6[20 µM],4.2,11.4[fluorescence artefact?],8.36*,-14.4[fluorescence artefact?],-14.6
O=C1C=C(Nc2ccc(O)cc2)CC(c2ccco2)C1 (stereo unspecified),8.5,-4.5,1.5,-14.2[20 µM],2.1,1.9,1.87,-5.2,-3.1
CSc1ccc(S(=O)(=O)Nc2ccc3c4c(cccc24)CC3)cc1,-35.0,-1.8,-4.8,-11.5,-2.0,-2.0,-0.265,0.8,-16.9
Cn1c(=O)cc(OCCCC(=O)N2CCN(c3ccccn3)CC2)c2ccccc21,6.1,-4.2,1.2,-29.8[20 µM],-6.7,2.0,-1.38,-4.2,-7.2
COc1ccnc(N2CCN(c3ccc(Cl)cc3)CC2)c1C#N,-14.2,-4.0,-2.3,-6.4[20 µM],-2.5,3.0,x,7.7,-20.9
CCOC(=O)Cc1c(C)c2c(C)nn(-c3ccccc3)c2oc1=O,-12.5,-6.1,3.0,-7.3[20 µM],-2.6,9.4,-1.76,-9.3,7.0
Cc1ccc(C(=O)N(CCCN(C)C)c2nc3ccc(Cl)cc3s2)cc1C,-4.6,-2.7,-9.9,-8.5,-13.2,2.3,-0.301,-4.4,-10.7
Cc1ccc(NC(NC(=O)c2cccnc2)C(Cl)(Cl)Cl)cc1 (stereo unspecified),-8.5,-3.2,2.8,-16.9,-0.1,3.3[fluorescence artefact?],-0.0694,4.8[fluorescence artefact?],10.3
O=C(N=c1ccn(-c2nc3ccccc3nc2NS(=O)(=O)c2ccc(Cl)cc2)cc1)c1cccs1,-21.1,-5.4,-32.6,-19.3,-7.8,-28.2,0.932,-21.6,-51.1
C=CCNC(=O)C(=O)NCCCN1CCOCC1,-2.9,20.4,4.5,-35.8,8.3,2.5,x,-7.6,-10.7
O=C(C(Cc1ccccc1)N1C(=O)C2C3CCC(C3)C2C1=O)N1CCCCC1 (stereo unspecified),-7.4,4.4,-3.5,-13.5[20 µM],1.0,-0.5,x,-8.8,-14.9
CCCOC1CCCN(Cc2nc(-c3ccc(C(=O)OC)cc3)no2)C1 (stereo unspecified),-6.2,0.7,14.7,-7.5,3.2,2.4,x,3.0,1.0
O=C(O)/C=C/c1ccc(-n2ccnc2)cc1,-0.2,-9.2,3.4,-12.8,-0.4,-3.5,-1.06,0.4,-7.9
COc1cccc(N(CC(=O)N2CCN(c3ccccc3OC)CC2)S(C)(=O)=O)c1,-11.8,-17.6,-3.6,-22.0[20 µM],-10.9,9.3,x,-19.1[fluorescence artefact?],-0.2
CCCc1[nH]c(=O)c(C#N)c2c1COC(C)(C)C2,-4.1,2.7,-1.2,-17.1[20 µM],5.7,2.2,x,3.0,2.1
CC(C)OCCCNC(=O)c1ccc(NS(C)(=O)=O)cc1,-9.5,-5.1,-0.9,-29.9[20 µM],1.4,-0.8[fluorescence artefact?],-0.207,-1.8,-10.6
COc1cc(SC)ccc1C(=O)Nc1ccc(S(=O)(=O)N2CCCC2)cc1,5.7,-4.2,-9.5,7.8,-7.1,-1.4[fluorescence artefact?],0.775,-13.3[fluorescence artefact?],-10.7
Cc1cccc(N2CCN(Cc3nc(-c4ccccc4Cl)oc3C)CC2)n1,x,-6.1,x,-15.4,-8.3,0.8,0.468,5.3,-12.9
COc1ccc(S(=O)(=O)NC2CC2)cc1-n1cnnn1,-6.9,5.5,-8.1,-20.2,-9.0,0.3,0.0225,-9.7,-15.3
CNC(=O)c1cc(Cl)c(OC)c(OC)c1,-4.2,-9.8,0.7,-4.1,-13.2,1.1[fluorescence artefact?],1.26,14.2,-17.7
COc1ccc(N2C(=O)C(Cl)=C(N(CCO)Cc3ccccc3)C2=O)cc1,-7.9,-8.2,-6.6,-16.0,-1.8,0.5,-0.567,-2.2,-7.6
Cc1cc2nc(Sc3c([N+](=O)[O-])nc(C)n3Cc3ccccc3)[nH]c2cc1C,-15.8,-2.9,-0.8,-2.9,-1.8,-4.6,-0.0505,7.3,-1.3
CCCCNC(=O)COC(=O)c1ccc(F)cc1Cl,-4.0,2.6,0.2,-16.7,0.8,-0.8,1.02,1.2,-9.2
Cc1ccccc1-c1oc(C)c(C)[n+]1[O-],-5.9,-0.7,4.6,-21.4,-8.6,1.1,0.0141,9.6,-16.5
Oc1ccc2ccccc2c1/C=N/Nc1nnc(-c2ncc[nH]2)c2ccccc12,-40.4,-15.9,-18.4,9.2[20 µM],4.7,2.4,-0.554,-5.5,-42.2
CCOc1ccc(C(C)(C)C)cc1S(=O)(=O)N1CC(C)OC(C)C1 (stereo unspecified),-5.4,-1.2,16.4,-21.7[20 µM],-5.8,-3.1,-0.233,1.0,-11.3
O=C(COc1ccc(S(=O)(=O)NC2CCCCC2)cc1)NCC1CCCO1 (stereo unspecified),-6.8,-6.8,-10.3,-17.9[20 µM],-5.3,2.3,-0.266,8.7,-14.3
Cc1ccc(C)c(S(=O)(=O)Nc2ccc3sc(C)nc3c2)c1,-17.5,-7.9,3.1,-6.4[20 µM],-1.1,4.0[fluorescence artefact?],-0.612,-4.6,-7.5
Cc1nn(Cc2ccc(Cl)cc2)c(C)c1NC(=O)CCCn1nc(C)c([N+](=O)[O-])c1C,2.8,-14.5,3.3,-6.3,3.5,1.7,-0.515,-20.4[fluorescence artefact?],-15.9
Cc1ccc(C)c(S(=O)(=O)N2CC(=O)Nc3ccccc32)c1,3.2,-4.7,-6.0,-26.7[20 µM],4.9,-2.6,0.0128,-3.4,-1.3
CCCn1c2ccccc2c2nnc(SC(CC)C(=O)Nc3cc(C)on3)nc21 (stereo unspecified),0.1,16.1,-7.4,-6.5[20 µM],2.0,-1.2[fluorescence artefact?],-0.493,-1.2[fluorescence artefact?],-9.1
O=C(CN1CCN(c2ccccc2)CC1)Nc1c(C(=O)C2CC2)oc2ccccc12,-2.2,-2.8,-6.2,-15.1[20 µM],0.9,1.4,-0.542,-12.6,-13.3
Cc1cc(C)c(S(=O)(=O)N2CCOC2CNC(=O)C(=O)NCCCn2ccnc2)c(C)c1 (stereo unspecified),4.2,-1.5,x,-24.2,-4.0,-4.7,0.11,4.2,-18.5
